# CCT modulator: changes cytosolic chaperonin activity; purified chaperonin ATPase assay, HTRF ADP detection, 30 min; activity change, % (concentration not given with the values), hits read low; 360,000 compounds, 0.3% hits; AID 651819; in the data active means activity change below about -30%; further: on the % scale 0 is the no-effect control and ±100 the full control effect
#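 Enzyme 40 or 20 nM (batch-dependent) in Tris pH 7.4/KCl/MgCl2/DTT; cpd 76 uM single point; ATP 10 uM; 30 min 37 °C; Transcreener ADP HTRF detection, 30 min RT; ratio 665/615.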
# IL-2 act: IL-2 activation. activation, % (series mostly up to about 46 µM). IL-2 activation reporter assay, cell-based qHTS; stimulated with anti-CD3/CD4/CD28 beads; in transgenic mouse T cells. 360,000 compounds, 0.065% hits; in the data active means activation above about 50%; inconclusive means mostly about 30% to 49%; further: 0% is about no effect
#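 Screening format: compound pinned onto unstimulated transgenic mouse T cells, 60 min incubation, then anti-CD3/anti-CD4/anti-CD28 bead stimulation for 18 hours at 37 degrees C, followed by EGFP and DsRed detection.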
# PLK1 PBD block: inhibitors of human PLK1 polo-box domain binding | P53350 | Plk1 PBD binding of FITC phosphopeptide, fluorescence polarization | Potency, µM, for inactives: max response, negative = inhibition, usual class: inhibitors | 360,000 compounds, 2.8% hits | AID 720504; further: potency means the concentration at half of the fitted maximal effect; series mostly up to about 57 µM; on the % scale 0 is the no-effect control and ±100 the full control effect; nearly all actives have a fitted effect of over 65% in size
# WRN helicase inh: blocks human WRN helicase. AID 651768. 360,000 compounds, 0.46% hits. Potency, µM (highest dose often 114 µM), inactives show at the top dose activity change, negative = inhibition, hits mostly inhibitors. WRN helicase unwinding, fluorescent forked duplex, kinetic. Q14191; further: potency means the concentration at half of the fitted maximal effect; on the % scale 0 is the no-effect control and ±100 the full control effect; nearly all actives have a fitted effect of over 55% in size
#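 Primary qHTS, 1536-well format. 20 nM WRN + compound, 15 min RT; start with 100 nM forked fluorophore/quencher duplex, 2 mM ATP (final); kinetic read ex 525/em 598 nm.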
# EPAC1 ag: activates human EPAC1 exchange factor; Potency, µM (doses to about 154 µM), inactives show at the highest dose activation, hits mostly activators; EPAC1 agonist qHTS, biochemical assay; response scale: 100% = response to 6.5 mM cAMP; O95398; 360,000 compounds, 0.073% hits; further: potency means the concentration at half of the fitted maximal effect; nearly all actives have a fitted effect of over 60% in size
#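 Normalized to 6.5 mM cAMP, activity reflects EPAC1-catalysed release of BODIPY-GDP from Rap1B, followed kinetically over 30 min at 480 nm excitation, 540 nm emission. Reaction contained 100 nM EPAC1, 250 nM Rap1B-BODIPY-GDP, 50 uM GDP.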
# PI5P4Ka inh: blocks human PI5P4K alpha kinase activity | P48426 | PI5P4Kalpha enzyme, ADP-Glo luminescence, 60 min; active compounds read low | max response, % | 330,000 compounds, 1.2% hits | AID 652105; active means max response of -50% or lower; inconclusive means between -30% and -50%; inactive means -30% or higher; further: value at the top dose of about 77 µM; on the % scale 0 is the no-effect control and ±100 the full control effect
#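 Reactions run in 0.038 M HEPES pH 7.4, 0.28 mM EGTA, 0.1% CHAPS and 5% DMSO, with PI5P4Kalpha, substrate, compound and 5 microM ATP final, one hour at room temperature. Readout is ADP-Glo luminescence.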
# EPAC1 antag: antagonists of human EPAC1; 360,000 compounds, 0.14% hits; EPAC1 GEF assay, Rap1b-BODIPY-GDP exchange fluorescence; O95398; Potency, µM (titrated, usually from 115 µM), for inactives: at the highest dose activity change, negative = inhibition, actives largely listed as inhibitors;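 further: potency means the concentration at half of the fitted maximal effect; plate controls were vehicle for no effect and positive control for full effect; nearly all actives have a fitted effect of over 50% in size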
# EPAC2 ag: agonists of human EPAC2 (RAPGEF4). Q8WZA2. EPAC2 activation, biochemical qHTS; response scale: 100% = 6.5 mM cAMP response. Potency, µM (doses to about 154 µM), for inactives: top-dose activation, usual class: activators. 360,000 compounds, 0.079% hits. AID 720711; further: potency means the concentration at half of the fitted maximal effect; nearly all actives have a fitted effect of over 50% in size
# Target sequence (Q8WZA2 whole entry, looked up): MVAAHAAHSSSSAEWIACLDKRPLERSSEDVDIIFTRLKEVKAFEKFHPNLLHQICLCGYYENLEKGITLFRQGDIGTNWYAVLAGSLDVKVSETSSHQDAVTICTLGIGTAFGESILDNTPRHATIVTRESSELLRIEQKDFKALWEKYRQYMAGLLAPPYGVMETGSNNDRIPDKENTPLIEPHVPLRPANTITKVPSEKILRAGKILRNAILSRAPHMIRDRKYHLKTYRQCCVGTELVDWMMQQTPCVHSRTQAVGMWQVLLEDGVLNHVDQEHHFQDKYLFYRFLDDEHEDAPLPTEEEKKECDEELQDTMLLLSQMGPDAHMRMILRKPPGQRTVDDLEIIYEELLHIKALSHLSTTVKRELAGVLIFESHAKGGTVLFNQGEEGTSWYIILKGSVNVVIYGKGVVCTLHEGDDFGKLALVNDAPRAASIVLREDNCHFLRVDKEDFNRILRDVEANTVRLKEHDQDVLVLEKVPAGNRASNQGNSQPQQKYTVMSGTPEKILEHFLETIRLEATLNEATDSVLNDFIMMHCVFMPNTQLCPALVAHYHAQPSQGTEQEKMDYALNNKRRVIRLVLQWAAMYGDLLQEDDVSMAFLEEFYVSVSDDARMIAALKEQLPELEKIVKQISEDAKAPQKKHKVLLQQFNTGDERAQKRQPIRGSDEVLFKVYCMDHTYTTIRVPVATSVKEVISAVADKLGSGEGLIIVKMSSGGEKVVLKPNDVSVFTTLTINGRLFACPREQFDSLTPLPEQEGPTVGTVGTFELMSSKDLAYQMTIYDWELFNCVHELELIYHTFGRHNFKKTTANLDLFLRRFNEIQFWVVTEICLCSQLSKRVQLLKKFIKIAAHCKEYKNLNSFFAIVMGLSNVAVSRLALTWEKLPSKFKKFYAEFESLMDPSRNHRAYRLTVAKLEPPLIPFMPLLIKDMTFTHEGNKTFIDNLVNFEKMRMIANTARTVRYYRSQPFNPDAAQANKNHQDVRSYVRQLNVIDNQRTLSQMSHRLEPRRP
#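 qHTS, titration series. 100 nM EPAC2 / 250 nM Rap1B-BODIPY-GDP / 50 uM GDP; RT; ex 480/em 540 nm, 5-min reads to 30 min. Norm. to 6.5 mM cAMP = activation.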
# Numbers without * were called inactive; ? = inconclusive; · = not tested or not shown; [ ] = dose if it differs, or a comment. Unless noted, the call rests on the fitted dose curve; in most records, active means well fitted curve in the direction sought with a large enough effect; inconclusive means small, poorly fitted or top-dose-only effect, or another doubt; inactive means no such curve, though single readings can be large; an effect the other way counts as inactive or inconclusive. Only part of the results is shown; the hit share may differ from the screen's.
SMILES,CCT modulator,IL-2 act,PLK1 PBD block,WRN helicase inh,EPAC1 ag,PI5P4Ka inh,EPAC1 antag,EPAC2 ag
O=C(COC(=O)[C@@H]1CCCN1C(=O)c1cccs1)Nc1ccc(F)cc1[N+](=O)[O-],-5.4,-1.1,1%,-2%,2%,4,2%,9%
CC(C)N=C(NS(=O)(=O)c1ccccc1)C(Cl)(Cl)Cl,-0.6,-1.2,-4%,0%,-14%,-3,-10%,3%
CC(C)CNC(=O)c1cccc(C(=O)NCC(C)C)c1,-1.2,-2.2,-5%,6%,5%,·,11%,0%
O=C(C1CC(=O)N(C2CCCC2)C1)N1CCN(c2ccc(F)cc2)CC1 (centres undefined),-1.8,-2.3,-4%,2%,1%,-2,-12%,13%
CC(C)C1COC(c2cccc3ccccc23)=N1 (centres undefined),-0.8,0.0,-1%,0%,-8%,-5,-8%,8%
CCOC(=O)c1ccc(NNC(C)=O)c([N+](=O)[O-])c1,-1.3,-1.2,-10%,-1%,-2%,-1,2%,0%
NCCCC[C@H]1CN=C(N)N1CCC12CC3CC(CC(C3)C1)C2,-2.2,-0.3,-4%,-10%,6%,11,-8%,3%
CCOC(=O)N1CCN(C(=O)CS(=O)(=O)c2cn(Cc3cccc(F)c3)c3ccccc23)CC1,-1.0,-0.3,-7%,3%,8%,·,-9%,5%
COc1ccc(/C=N/N2CCOCC2)cc1O,1.4,-2.8,-1%,11%,2%,-6,-5%,-2%
O=S(=O)(c1ccccc1Cl)N1CCC(O)(c2cccnc2)CC1,-2.4,-0.9,-15%,7%,-9%,-7,-15%,8%
Nc1nc(NC(=O)c2cccs2)nn1-c1ccccc1,-0.3,0.0,-28%,-2%,11%,0,-10%,2%
O=C(CCc1ccccc1)Nc1nn[nH]n1,0.3,-0.1,27µM*,-7%,8%,-6,5%,-4%
COc1ccccc1C(c1nnnn1Cc1ccccc1)N1CCN(c2nc3ccccc3s2)CC1 (centres undefined),-2.9,0.1,-1%,-13%,23%,0,-8%,-2%
Cc1ccc(CNC(=O)CCC(=O)c2cccs2)cc1,-2.7,0.1,-5%,2%,0%,1,-7%,-2%
COc1ccc(OCCNc2cc(Cl)ccc2[N+](=O)[O-])cc1,2.4,-0.2,-5%,-15%,2%,·,-11%,-4%
COc1ccccc1Oc1ccc2c(c1)C(=O)N(c1ccc(Br)c3cccnc13)C2=O,-1.2,-2.7,-6%,7%,9%,·,-4%,19%
CCN(C(=O)CSc1nc2ccc(Cl)cc2[nH]1)C1CCS(=O)(=O)C1 (centres undefined),-1.2,-0.1,-3%,-4%,-4%,-28,-5%,-7%
COc1ccc(OC)c(-n2nnnc2SCC(=O)NCc2ccc3c(c2)OCO3)c1,-1.5,-1.3,-11%,0%,10%,·,-8%,20%
O=[N+]([O-])c1ccc(CSC2=NCCS2)cc1,0.1,4.9,-4%,-1%[57.1 µM],9%,-2,-12%,5%
NC(=O)CC1(CC(=O)O)CCCCC1,0.6,11,-3%,-5%,3%,·,11%,0%
CCc1ccc2c(c1)C1(C(=O)N2)N2CCCC2C(C(=O)c2ccc3ccccc3c2)C12C(=O)Nc1ccccc12 (centres undefined),0.6,-2.0,14%,-15%[57.1 µM],10%,-1,-12%,-9%
O=C(NCc1ccccc1)C(c1ccc(F)cc1)N(Cc1ccco1)C(=O)c1ccccn1 (centres undefined),6.1,-1.1,-6%,-3%,0%,-1,8%,0%
C(=C\c1ccccn1)/c1ccncc1,0.3,-0.5,0%,5%,2%,0,7%,-5%
C=CCNC(=O)c1ccc2c(c1)S(=O)(=O)c1ccccc1C2=O,-1.4,-0.2,-5%,2%,-10%,-4,31%[activator],13%
CC(NCc1cccc(S(=O)(=O)N(C)C)c1)c1ccc(F)cc1 (centres undefined),-0.3,-0.1,-1%,-4%,6%,-5,-6%,4%
Cc1nc([N+](=O)[O-])c(C(=O)OCc2ccccc2F)n1C,0.4,0.3,3%,-15%,-2%,1,-5%,8%
O=C(CNC(=O)Cn1ccc2ccccc2c1=O)NCCCN1CCN(c2cccc(Cl)c2)CC1,-1.1,-2.7,-9%,5%,0%,-1,3%,-2%
Cc1nn(C(C)C(=O)Nc2ccc(Cl)cn2)c(C)c1[N+](=O)[O-] (centres undefined),-2.5,-0.7,-9%,-1%,3%,·,4%,8%
COc1ccc(Nc2oc(-c3ccccc3F)nc2C#N)cc1,-2.0,0.2,1%,-10%,7%,7,9%,3%
Cc1nc(SCc2cccc(F)c2)[nH]c(=O)c1C#N,0.1,1.2,-2%,-9%,1%,·,-2%,8%
CC(C)NC(=O)CSCc1c(F)cccc1Cl,-3.2,-1.4,-8%,7%,4%,·,-9%,10%
CC1=NN(c2nc(-c3ccc(C)cc3)cs2)C(=O)C1N=Nc1ccc(C(N)=O)cc1 (centres undefined),-1.4,-0.5,-9%,1%,8%,?,-5%,-3%
CCn1c(SCCN2CCCCC2)nc2c1c(=O)n(C)c(=O)n2C,0.1,0.0,?,5%[57.1 µM],-2%,-3,-4%,-1%
Cc1ccc(CN(Cc2ccc(C)o2)C(=S)NCC(=O)O)cc1,-2.1,-2.9,-21%,3%,8%,2,-8%,2%
Cc1ccc(C)c(N2CCN(S(=O)(=O)c3ccc4[nH]c(=O)ccc4c3)CC2)c1,1.3,-2.7,0%,-5%,-4%,-17,10%,-10%
CSc1ccc(S(=O)(=O)NCC(=O)OCC(=O)NCc2ccco2)cc1[N+](=O)[O-],-0.6,2.4,-15%,-8%,5%,4,-8%,-3%
NC(=O)COC(=O)C(Cc1ccccc1)NS(=O)(=O)c1ccccc1F (centres undefined),-2.2,0.1,-7%,-5%,2%,-5,-14%,-1%
CCC1([N+](=O)[O-])COC(c2ccc(C(C)C)cc2)OC1 (centres undefined),-2.1,-0.5,3%,-2%,0%,5,-5%,8%
CCOC(=O)c1nn(-c2ccc(C)c(C)c2)c(=O)c(C#N)c1C,-0.4,0.6,-4%,-6%,6%,-7,13%,10%
CC(C)C[C@]1(c2ccccc2)ON(c2ccccc2C(F)(F)F)C1=O,2.0,-0.4,-4%,-11%,3%,9,3%,-2%
COc1ccc(Br)cc1CN(C)C(=O)c1ccc2c(c1)NC(=O)C(C)S2 (centres undefined),0.0,5.8,4%,-2%,-3%,-3,13%,-5%
O=C(O)c1cc(-c2ccccc2)n(-c2ccc(Cl)cc2Cl)n1,1.3,-3.9,5%,-3%,-3%,-9,-5%,0%
CC1CCN(C(=O)c2[nH]cnc2C(=O)N2CCN(c3ccccc3)CC2)CC1,-5.2,-1.8,-5%,1%,-14%,0,-4%,2%
Cc1ccc(NC(=O)CSc2nnc(-c3cnccn3)n2C)cc1C,-1.4,0.9,-4%,4%,2%,4,21%,0%
COc1ccc(/C=C/C(=O)NCc2ccc(F)cc2)cc1S(=O)(=O)N1CCOCC1,0.9,-0.6,4%,-10%,11%,4,-14%,3%
CCN(CC)C(=N)/C(C#N)=N/Nc1ccc(C)cc1,-3.2,-3.5,4%,-10%,-4%,-3,-21%,10%
CCc1nc2ccc(C(=O)N3CCN(c4cccc(C(F)(F)F)c4)CC3)cc2nc1CC,0.9,-2.1,-2%,-11%,-9%,2,4%,-5%
COCCNc1nc(N)c([N+](=O)[O-])c(Nc2ccc(F)cc2)n1,-2.7,5.0,1%,3%,-4%,8,-4%,4%
CN(C)c1ccc(C(C(=O)NC2CCCC2)N(C(=O)c2csnn2)C2CC2)cc1 (centres undefined),-1.2,0.3,-8%,7%,8%,0,-2%,13%
Cn1c(=O)[nH]c(=O)c2c1nc(N1CCCCC1)n2CCCSc1nc2ccccc2s1,-1.5,-2.0,-6%,2%[57.1 µM],7%,-3,12%,1%
Cc1nc(NC(C)C)c2oc3ccccc3c2n1,-5.7,-0.3,-2%,-12%,-4%,5,-12%,5%
CC(/C=C1\NC(=S)NC1=O)=C\c1ccccc1,1.2,0.0,-2%,1%,-4%,-27,11%,2%
O=S(=O)(c1cccc(Cl)c1)N1CCCC1,2.7,?,3%,-6%,3%,·,1%,1%
CCC(C)NC(=O)C1CCCN1S(=O)(=O)c1ccc(Cl)cc1 (centres undefined),-2.8,-0.5,-4%,0%,-4%,·,2%,4%
COc1cc2[nH]c(=S)nc(NCCC(C)C)c2cc1OC,-0.5,-0.2,?,-11%,11%,-1,6%,10%
COc1cc(CN2CCN(Cc3ccc(C)cc3)C(CCO)C2)cc(OC)c1O (centres undefined),-0.2,-5.3,-22%,-14%,0%,-8,-2%,-1%
COC(=O)C1C2C=CC3(CN(c4ccc(Cl)c(F)c4)C(=O)C13)O2 (centres undefined),-0.1,-1.7,-2%,7%,-5%,-4,-3%,3%
CN(C)C(=O)COC(=O)c1ccccc1OCC(=O)Nc1ccc(SC(F)F)cc1,-2.3,-2.9,-6%,3%,1%,-15,-23%,2%
COc1ccc(NC(=O)CC2Oc3ccccc3NC2=O)c(OC)c1 (centres undefined),-1.2,0.2,-8%,15%,-4%,-1,11%,-3%
CCC(=O)NC1(C(F)(F)F)C(=O)NC(C)=C1C#N (centres undefined),2.4,-2.7,1%,6%,-3%,1,6%,-8%
CCOc1ccccc1NC(=O)c1nnn(CC(=O)Nc2ccc3c(c2)OCO3)c1N,-0.2,-2.4,-6%,1%,-7%,-1,-23%,0%
Cc1cccc(OCc2nc3c4c(ncn3n2)-c2ccccc2CC42CCCC2)c1,-2.9,2.6,-6%,1%,-1%,10,9%,8%

# Complete entries as entered above. Order of values: CCT modulator	IL-2 act	PLK1 PBD block	WRN helicase inh	EPAC1 ag	PI5P4Ka inh	EPAC1 antag	EPAC2 ag
# Cn1c(=O)[nH]c(=O)c2c1nc(N1CCCCC1)n2CCCSc1nc2ccccc2s1 is entered as -1.5	-2.0	-6%	2%[57.1 µM]	7%	-3	12%	1%
# CCC(C)NC(=O)C1CCCN1S(=O)(=O)c1ccc(Cl)cc1 (centres undefined) is entered as -2.8	-0.5	-4%	0%	-4%	·	2%	4%
# CCOc1ccccc1NC(=O)c1nnn(CC(=O)Nc2ccc3c(c2)OCO3)c1N is entered as -0.2	-2.4	-6%	1%	-7%	-1	-23%	0%
# COC(=O)C1C2C=CC3(CN(c4ccc(Cl)c(F)c4)C(=O)C13)O2 (centres undefined) is entered as -0.1	-1.7	-2%	7%	-5%	-4	-3%	3%
# CCC(=O)NC1(C(F)(F)F)C(=O)NC(C)=C1C#N (centres undefined) is entered as 2.4	-2.7	1%	6%	-3%	1	6%	-8%

# Screening data deposited in PubChem by National Center for Advancing Translational Sciences (NCATS).
